Screens from PubChem BioAssay.
TDP1 cell noCPT – qHTS for Inhibitors of human tyrosyl-DNA phosphodiesterase 1 (TDP1): qHTS in cells in absence of CPT | DT40 Tdp1-/- hTDP1 cells, no CPT, ATP luminescence, 48 h | actives 15% (n = 420,000) | Potency, µM (series often up to 46.2 µM), inactives show at the highest dose activity change, negative = growth inhibition, actives largely listed as inhibitors; further: nearly all actives have a fitted effect of over 55% in size
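Stably hTDP1-transfected Tdp1-null chicken DT40 cells were treated with library compounds minus camptothecin and grown for at least 48 hr at 37 °C, after which cellular ATP was quantified by luminescence.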
TDP1 block – blocks human tyrosyl-DNA phosphodiesterase 1 | recombinant TDP1, AlphaScreen DNA substrate cleavage | actives 0.28% (n = 350,000) | Potency, µM (highest dose often 130 µM), for inactives: top-dose activity change, negative = inhibition, most hits filed as inhibitors | Q9NUW8; further: nearly all actives have a fitted effect of over 40% in size
Target sequence (Q9NUW8 whole entry, looked up): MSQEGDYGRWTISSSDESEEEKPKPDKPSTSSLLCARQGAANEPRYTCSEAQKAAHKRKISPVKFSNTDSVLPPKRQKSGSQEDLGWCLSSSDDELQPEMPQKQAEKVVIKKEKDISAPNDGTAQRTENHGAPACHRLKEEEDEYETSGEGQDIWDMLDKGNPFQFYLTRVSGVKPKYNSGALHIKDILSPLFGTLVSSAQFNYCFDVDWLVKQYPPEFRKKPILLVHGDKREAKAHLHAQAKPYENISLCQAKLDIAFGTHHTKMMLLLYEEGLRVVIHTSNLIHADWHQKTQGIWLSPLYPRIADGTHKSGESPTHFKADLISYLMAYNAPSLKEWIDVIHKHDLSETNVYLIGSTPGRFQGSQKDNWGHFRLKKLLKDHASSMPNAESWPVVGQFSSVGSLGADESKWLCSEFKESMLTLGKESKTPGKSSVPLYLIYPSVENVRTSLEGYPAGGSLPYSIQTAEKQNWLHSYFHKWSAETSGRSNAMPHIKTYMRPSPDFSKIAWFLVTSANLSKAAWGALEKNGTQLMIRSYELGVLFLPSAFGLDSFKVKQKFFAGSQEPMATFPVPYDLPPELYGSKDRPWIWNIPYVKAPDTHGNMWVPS
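Compounds were preincubated with Tdp1 (1 nM final) for 15 min at room temperature before substrate (15 nM final) started a 5 min reaction; beads (10 ug/ml final) were then added for 10 min before AlphaScreen detection.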
DT40 TDP1 CPT – growth inhibition of DT40 Tdp1-/-;hTDP1 cells with camptothecin (screen for TDP1 inhibitors); chicken DT40 Tdp1-/-;hTDP1 cells + 20 nM CPT, ATP luminescence, 48 h; Potency, µM (titrated, usually from 46.2 µM), without a hit: top-dose activity change, negative = growth inhibition, actives largely listed as inhibitors; actives 12% (n = 420,000); further: nearly all actives have a fitted effect of over 55% in size
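Chicken DT40 Tdp1-/- cells complemented with human TDP1, 400 cells/well, exposed to compounds plus 20 nM camptothecin for at least 48 h at 37 C; viability read as ATP content by CellTiter-Glo luminescence.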
* = called active by the depositor; u = inconclusive; x = no result given; & = joins results of further samples; [ ] = remark or other dose. The call rests on the fitted dose curve; in most records, active means well fitted curve in the direction sought with a large enough effect; inconclusive means small, poorly fitted or top-dose-only effect, or another doubt; inactive means no such curve, though single readings can be large; an effect the other way counts as inactive or inconclusive. On the % scale 0 is the no-effect control and ±100 the full control effect; potency means the concentration at half of the fitted maximal effect.

#	Structure	DT40 TDP1 CPT	TDP1 block	TDP1 cell noCPT
1	CC1CCCCN1C(=O)CSc1nnc(-c2cccs2)o1 (centres undefined)	-0.1%	x	-19.1%
2	CCN(CC(=O)Nc1c(F)cccc1F)C(=O)c1ccc(Sc2nncn2C)c([N+](=O)[O-])c1	1.9%	1.2%	-7.6%
3	C/C(N)=C(/C#N)C(=O)COc1ncnc2ccccc12	7.9%	-4.0%	5.2%
4	CC(=O)O[C@H](CC(=O)O)C[N+](C)(C)C	1.0%&-1.3%	12.4%[56.1 µM]	8.0%&-6.2%
5	CCC(C)c1ccc(OCC(=O)Nc2ccc(CN3CCOCC3)cc2)cc1 (centres undefined)	-9.9%	4.3%	-12.4%
6	Cc1cc(C(=O)COC(=O)Cc2c(F)cccc2Cl)c(C)n1C	-16.7%	x	3.3%
7	Cc1nn(C)cc1S(=O)(=O)Nc1cccc(Cl)c1	-0.8%	-1.4%	-3.2%
8	CCn1cc(CN2CCOc3ccc(C(O)C4CCCCC4)cc3C2)c(C)n1 (centres undefined)	-9.0%[9.04 µM]	x	u
9	COc1ccc(CCNC(=O)c2cccnc2SC)cc1	11.1%	0.0%	0.4%
10	CC1(C)CC(=O)C(C=Nc2ccc(C(=O)c3ccccc3)cc2N=CC2=C(O)CC(C)(C)CC2=O)=C(O)C1	u	6.1%	u
11	Cc1ccc(S(=O)(=O)n2ccc(=O)[nH]2)cc1	4.6%	3.8%	-7.5%
12	Cc1cc(C)nc(SCC(=O)Oc2ccc3oc(=O)cc(C)c3c2)n1	-1.8%	-5.9%	-9.5%
13	Cc1ccc(C(C)C)cc1OCC(=O)Nc1ccc(N2CCCCC2)cc1	u	-4.3%	u
14	COc1cccc(C2NC(=O)NC(C)=C2C(=O)OCCSC)c1OC (centres undefined)	-2.9%	x	1.5%
15	Cc1ccc(Cn2nnc3c(=O)n(Cc4ccccc4C)cnc32)cc1	-12.1%	0.0%	-19.1%
16	CC1(C(=O)NS(=O)(=O)c2ccccc2Cl)CCN1C(=O)CCc1cccs1 (centres undefined)	-5.0%	x	0.4%
17	CC(C)CNS(=O)(=O)c1ccc(S(=O)(=O)N2CCCN(Cc3ccccc3)C2)cc1	-16.6%	7.4%	u
18	Cc1sc(=NC(=O)c2ccco2)n(C)c1-c1ccc(F)cc1	u	3.9%	16.4µM*
19	CCOC(=O)c1sc(=S)n(-c2ccccc2OC)c1N	u	5.7%	23.1µM*
20	COc1cc2c(cc1OC)C(C)N(C(=O)c1cccs1)CC2 (centres undefined)	u	2.7%	u
21	O=C1OCCN1C(=O)[C@H]1[C@H](c2ccc(F)cc2)C(c2cccc(Cl)c2)=NN1c1ccccc1	u	-9.1%[56.1 µM]	u
22	Cc1cc(=O)[nH]c(SCC(=O)Nc2ccc(N3CCCCC3)cc2)n1	-26.2%	1.4%	u
23	CCc1cccc(NS(=O)(=O)c2ccc3c(c2)NC(=O)CC(=O)N3)c1	-24.6%	5.7%	-15.8%
24	COC(=O)[C@]1(CC(C)C)N[C@H](c2ccc(-c3ccc(C(C)=O)cc3)cc2)[C@@H]2C(=O)N(C)C(=O)[C@@H]21	-21.7%	0.6%	u
25	Nn1cc(-c2ccccc2)nc1SCC(=O)NCCN1C(=O)CSC1=O	-5.1%	2.1%	-3.1%
26	O=C(O)c1ccc(C(=O)Nc2cccc3ccccc23)c(C(=O)O)c1	-2.2%	4.7%	-2.7%
27	Cc1nc(-c2ccccc2)sc1-c1nnc(C2CC2)o1	-0.5%	1.2%	-14.2%
28	CCOc1ccc(C(=O)COC(=O)c2c(-c3ccccc3)noc2C)cc1	u	x	20.6µM*
29	Cc1ccc(CNC(=O)CCn2c(=O)oc3ccccc32)cc1	-1.2%	0.0%	12.5%
30	Cc1nn(-c2ccccc2)c2c1N(CCCC(=O)NCc1ccc(N(C)C)cc1)C(=O)CS2	23.1µM*	8.4%	23.1µM*
31	CCN(CC)CCCNC(=S)N(Cc1cccnc1)Cc1cc2cc(C)ccc2[nH]c1=O	-5.1%	3.1%	4.6%
32	CC[C@]1(O)C[C@@H]2CN(CCc3c([nH]c4ccccc34)[C@](C(=O)OC)(c3cc4c(cc3OC)N(C=O)[C@H]3[C@@](O)(C(=O)OC)[C@H](C(=O)OC)[C@@]5(CC)C=CCN6CC[C@]43[C@H]65)C2)C1	0.0266µM*	13.2%[56.1 µM]	0.0188µM*
33	CN(CC(=O)Nc1ccc(Cl)cc1F)C1CCS(=O)(=O)C1 (centres undefined)	-8.9%	0.4%	10.6%
34	Cc1ccc(C)c(N2CCN(CCCNC(=O)Nc3ccc(Cl)cc3)CC2)c1	7.31µM*	7.5%	6.51µM*
35	Cc1cccc(NC(=O)c2cc(-c3ccco3)nc3ccccc23)n1	20.6µM*	-3.8%	18.4µM*
36	NS(=O)(=O)c1ccc(CCNC2CC(=O)N(Cc3ccccc3)C2=O)cc1 (centres undefined)	-0.9%	6.6%	-5.9%
37	O=C1C2C3c4ccccc4C(c4ccccc43)C2C(=O)N1Cc1ccco1 (centres undefined)	u	2.9%	u
38	COc1ccc(N(CC(=O)NCCc2ccccc2)C(=O)c2csnn2)cc1OC	1.4%	-2.0%	20.0%
39	O=C(Nc1c(F)c(F)c(F)c(F)c1F)c1ccc(Br)o1	-21.7%	x	u
40	CC(C)(C)OC(=O)C1C(=O)CC(C)(O)C(C(=O)OC(C)(C)C)C1c1ccco1 (centres undefined)	-1.8%	3.7%	-19.7%
41	Cc1cc(NC(=O)CSCc2ccccc2C)no1	-11.4%	1.2%	5.4%
42	Cn1c(=O)c2c(nc(SCC(=O)Nc3ccc(OC(F)(F)F)cc3)n2Cc2cccc(C(F)(F)F)c2)n(C)c1=O	10.3µM*	-0.6%	8.2µM*
43	CC(C)(C)S(=O)(=O)c1cnc2c(S(=O)(=O)c3ccccc3)cnn2c1N	-27.3%	0.0%	2.9%
44	c1ccc2nc(SCc3cn4ccccc4n3)cnc2c1	u	7.7%	u
45	COc1ccc(OC)c(NC(=O)CSc2cn(CC(=O)N3CCCCCC3)c3ccccc23)c1	u	2.6%	20.6µM*
46	CCOc1ccccc1-c1noc(CCC(=O)NC2CCCCC2)n1	-1.5%	x	-27.9%
47	C#CCOCCOCCOCCNc1nc(N2CCN(C(=O)[C@H](CCC(=O)O)n3cc(C(N)CC(C)C)nn3)CC2)nc(N2CCN(C(=O)[C@H](CCC(=O)O)n3cc(C(N)[C@H](C)CC)nn3)CC2)n1 (some centres undefined)	0.5%	0.0%	-12.3%
48	Cc1cc(C)cc(OCC(=O)OCC(=O)NC2CCCCCC2)c1	-21.1%	-3.1%	13.9%
49	Cc1cc(=O)[nH]c2c(N=Nc3ccc(O)cc3)c(N)nn12	u	8.6%	u
50	OC[C@H]1O[C@@H](c2nc(-c3ccc(CN4CCOCC4)cc3)no2)[C@H](O)[C@@H](O)[C@H]1O	-14.4%	x	-8.7%
51	O=c1n(Cc2ccc(F)cc2Cl)c2ccccc2c2nc(-c3ccccc3)nn12	-4.3%	-2.5%	0.3%
52	Cc1nc(SCC(C)C)[nH]c(=O)c1Cc1ccccc1	-10.7%	5.3%	-21.4%
53	O=C(CCN1CCN(c2ccc([N+](=O)[O-])cc2)CC1)c1ccc(Cl)cc1	3.66µM*	x	4.61µM*
54	COc1ccc(Br)cc1/C=N/NC(=O)C(c1ccncc1)N1CCOCC1 (centres undefined)	u	2.7%	23.1µM*
55	O=c1[nH]c(CSc2nnnn2-c2ccc(Cl)cc2)nc2ccccc12	-27.4%	-7.7%	u
56	C/C(=N/NC(=O)c1ccc(Br)o1)c1ccc(C)o1	-28.4%	5.3%	u
57	COCCNc1nc(-n2nc(C)cc2C)nc2sc3c(c12)CCCC3	3.66µM*	6.1%	5.17µM*
58	CCC(C)[C@H](NC(=O)Nc1cccc(OC)c1)C(=O)OC (some centres undefined)	11.9%	-1.0%	-6.4%
59	Nc1nc(-c2ccc([N+](=O)[O-])cc2)cc(=O)[nH]1	12.9%	x	-3.9%
60	Cc1ccc(SCc2[nH]nc3c2C(c2ccco2)C(C#N)=C(N)O3)cc1 (centres undefined)	u	5.4%	u

Of the compounds above, these contain a nitro group on carbon.
#	Structure	DT40 TDP1 CPT	TDP1 block	TDP1 cell noCPT
2	CCN(CC(=O)Nc1c(F)cccc1F)C(=O)c1ccc(Sc2nncn2C)c([N+](=O)[O-])c1	1.9%	1.2%	-7.6%
53	O=C(CCN1CCN(c2ccc([N+](=O)[O-])cc2)CC1)c1ccc(Cl)cc1	3.66µM*	x	4.61µM*
59	Nc1nc(-c2ccc([N+](=O)[O-])cc2)cc(=O)[nH]1	12.9%	x	-3.9%

Next section
#	Structure	DT40 TDP1 CPT	TDP1 block	TDP1 cell noCPT
61	CCCNc1nc(C)cc(-c2cc(C(=O)NCc3ccccc3)on2)n1	-3.5%	2.4%	-18.8%
62	CN(C)CCNc1ncnc2oc(-c3ccccc3)c(-c3ccccc3)c12	u	x	u
63	Cc1ccc(-c2nnc(Nc3ccc(CC(N)=O)cc3)c3ccccc23)cc1S(=O)(=O)NCCO	-5.3%	x	12.4%
64	CCOC(=O)C1CCN(C(c2cc3c(C)ccc(C)c3[nH]c2=O)c2nnnn2C2CCCCC2)CC1 (centres undefined)	28.2µM*	3.9%	u
65	COc1cccc(NC(=O)N2CCN(c3nc(-c4cccc(OC)c4)cs3)CC2)c1	5.17µM*	x	5.17µM*
66	CNC(=S)N/N=C(\C)c1ccc2c(c1)OCO2	20.9%	4.9%	u
67	CNc1c(C(=O)O)ccc2c1C(=O)c1ccccc1C2=O	u	5.4%	u
68	O=[N+]([O-])c1ccc(S(=O)(=O)Nc2nc3ccccc3nc2Nc2ccccc2)cc1	3.26µM*	1.6%	2.91µM*
69	Cn1c(=O)c([N+](=O)[O-])c(Cl)c2ccccc21	2.59µM*	1.2%	4.61µM*
70	O=C(Nc1cccc(O)c1)C1CCCN1C(=O)OCc1ccccc1 (centres undefined)	-23.0%	-3.3%	-30.0%
71	O=Cc1ccc(OCC(=O)Nc2ccccc2-c2ccccc2)cc1	u	2.8%	u
72	CCN(CC)S(=O)(=O)c1cc(NC(=O)[C@@H](NC(N)=O)C(C)C)ccc1C	-3.1%	-2.6%	-16.5%
73	O=c1[nH]c(C2CCCN(S(=O)(=O)c3ccccc3)C2)nc2c1nnn2Cc1ccccc1Br (centres undefined)	u	5.7%&2.5%	u
74	CCOc1ccc(S(=O)(=O)N2CCCC(C(=O)Nc3ccccc3)C2)cc1 (centres undefined)	u	2.8%	u
75	O=Cc1ccc(-c2ccc(Cl)cc2Cl)[nH]1	3.6%	x	1.2%
76	CCOCCCn1c(SCC(=O)Nc2cccc(S(=O)(=O)NC3=NCCCCC3)c2)nc2ccccc2c1=O	u	x	u
77	O=C(NC(Cc1ccccc1)C(=O)O)c1ccco1 (centres undefined)	-4.1%	6.0%	2.2%
78	CC1CC(=S)Nc2ccccc2S1 (centres undefined)	u	-2.2%[56.1 µM]	-15.1%
79	COc1ccc(/C=C/C(=O)Nc2ccc3nc(N4CCC(C)CC4)cc(C)c3c2)cc1OC	4.11µM*	5.9%	4.61µM*
80	C=CCSc1nc2c(c(=O)[nH]c(=O)n2C)n1Cc1ccc(C)cc1	u	2.6%	u
81	CC(C)[C@H](NC(=O)C1CCN(S(=O)(=O)c2ccccc2)CC1)C(=O)NCc1ccccc1	u	0.1%	-16.0%
82	O=C(Cc1cccs1)Nc1ccc(S(=O)(=O)N2CCCCC2)cc1	-27.4%	3.3%	u
83	CCC(C(=O)OCC(=O)N(CC)c1c(N)n(Cc2ccccc2)c(=O)[nH]c1=O)c1ccccc1 (centres undefined)	-4.8%	-0.8%	-3.5%
84	O=C(O)CCSc1nnc(COc2ccc(Cl)cc2)n1-c1ccccc1	-4.9%	4.1%	13.0%
85	Cc1ccc(NC(=O)C2CCCN2c2nn3c(=O)cc(C)nc3s2)cc1 (centres undefined)	0.5%	x	u
86	C=CCn1c(C#N)c(N)sc1=N	-29.0%	5.2%	u
87	CCOC(=O)c1cccc(OC(=O)CCNC(=O)c2ccc(Cl)cc2)c1	9.8%	-3.5%[56.1 µM]	1.6%
88	O=C(NNC(=O)c1cccnc1)Nc1cccc(Cl)c1Cl	10.6%	0.0%	2.4%
89	O=C(Nc1ccc(N2CCN(c3ncccc3C(F)(F)F)CC2)nc1)c1cccs1	18.4µM*	10.1%	20.6µM*
